# influenza NS1A – H1N1 influenza NS1A inhibitors, functional cell based assay (AID 504329); NS1A functional cell-based assay, percent inhibition; higher % means a stronger effect; inhibition, % at 12.5 µM; hits with a dose series show IC50 in µM; actives 0.3% (n = 340,000); in the data active = a potency from the dose series; inconclusive = inhibition above about 27% without an active follow-up result; note: strong numbers were not always called active
# inhibitors of VEEV – inhibitors of VEEV TC-83 cytopathic effect, confirmation, Vero cells (AID 588727) | Vero cells, VEEV TC-83 cytopathic effect inhibition; higher % means a stronger effect | inhibition, % at 20 µM; hits with a dose series show IC50 in µM | actives 0.13% (n = 350,000); in the data active = a potency from the dose series; inconclusive = inhibition mostly from about 14% at the one dose, without a potency; inactive = the rest, 99 in 100 with inhibition below about 12%; note: strong numbers were not always called active
# M. tuberculosis – growth inhibition of non-replicating M. tuberculosis (AID 488890); one-dose inhibition, % at 25 µM; IC50 in µM for titrated hits; actives 0.39% (n = 320,000); Mycobacterium tuberculosis non-replicating, growth inhibition; higher % means a stronger effect; in the data active = a potency from the dose series; inconclusive = inhibition mostly from about 82% at the one dose, without a potency; inactive = the rest, 99 in 100 with inhibition below about 76%;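 note: plate controls were DMSO cells for no effect and high antibiotic wells for full effect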
# PhoP GFP inhibition – PhoP regulon inhibitors, Salmonella typhi PhoP promoter GFP reporter, confirmatory (AID 1850); one-dose inhibition, % at 50 µM; IC50 in µM for titrated hits; actives 0.33% (n = 310,000); Salmonella Typhi PhoP-promoter GFP reporter, fluorescence, 4 h; higher % means a stronger effect; in the data active = a potency from the dose series; inconclusive = inhibition mostly from about 25% at the one dose, without a potency; inactive = the rest, 99 in 100 with inhibition below about 19%;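 note: 0% = induced wells with vehicle and 100% = uninduced wells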
# M. tuberculosis HTS – M. tuberculosis growth inhibition, HTS (AID 449762); M. tuberculosis H37Rv growth inhibition, 7H9 media; higher % means a stronger effect; inhibition, % at 25 µM; hits with a dose series show IC50 in µM; actives 0.59% (n = 330,000); in the data active = a potency from the dose series; inconclusive = inhibition above about 70% without an active follow-up result;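 note: bacterial growth assessed after seven days of incubation; strong numbers were not always called active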
# inhibitors of VEEV 10K pilot screen – recorded beside inhibitors of VEEV, whose call it bears; inhibition, %; measured here: 10K pilot screen inhibition
# Starred values were filed as active, the others as inactive; i = inactive; ? = inconclusive; · = no result given.
SMILES,influenza NS1A,inhibitors of VEEV,M. tuberculosis,PhoP GFP inhibition,M. tuberculosis HTS,others
COc1ccccc1NC(=O)CN1CCN(CC(=O)Nc2ccc(F)cc2F)CC1,1%,i,·,·,·,
Nc1c(N(CCC2=CCCCC2)C(=O)c2ccccc2F)c(=O)[nH]c(=O)n1Cc1ccccc1,-1%,5.9%,50%,·,-7%,
Cc1ccc(NC(=O)COC(=O)/C(=C/c2cccs2)c2cccs2)cc1S(=O)(=O)N(C)C,6%,6.4%,28%,-7%,12%,
CCn1c(SCC(=O)NCC(=O)Nc2ccc(F)cc2)nnc1-c1cccs1,13%,i,0%,2%,-4%,
O=C(CNC(=O)c1ccc2c(c1)OCCO2)N/N=C/c1ccco1,10%,i,13%,22%,3%,
COc1ccc(OC)c(NC2c3ncccc3C(=O)N2Cc2ccco2)c1 (stereo unspecified),7%,2.9%,14%,0%,5%,
CC(C)NC(=O)N(C)C[C@H]1Oc2c(NS(=O)(=O)c3cccs3)cccc2C(=O)N([C@H](C)CO)C[C@@H]1C,2%,i,-13%,·,-1%,
CCN(CC)CCNC(=O)NC1CCCCC1,-2%,3.0%,-3%,-4%,-25%,inhibitors of VEEV 10K pilot screen=0.8
CC(C)c1onc(C(=O)NC2CCCCC2)c1[N+](=O)[O-],1%,i,41%,1%,1%,
O=C(Nc1cccc(-c2cccc(Cl)c2)c1)C1CCN(Cc2ccccn2)CC1,-1%,6.1%,63%,-2%,?,
CCCOc1ccc(C(C)=O)cc1Cc1c(O)nc(SC)[nH]c1=O,1%,0.1%,-17%,0%,1%,
O=C(CCn1c(=O)c2sccc2n(CC(=O)NCc2ccco2)c1=O)NCc1ccccc1,4%,2.3%,5%,-1%,-7%,inhibitors of VEEV 10K pilot screen=0.4
CSc1ccccc1NC(=O)CNCCCN1CCOCC1,-5%,0.1%,-10%,-22%,5%,
COc1cc(OC)c2ccc(=O)oc2c1C(CCN1CCN(c2ccccc2)CC1)c1ccc(N(C)C)cc1 (stereo unspecified),32µM*,i,8%,-6%,4%,
CCCn1c(=O)c(C(=O)NNC(=O)c2ccccc2Cl)c(O)c2ccccc21,4%,3.0%,4%,5%,-2%,
COC(=O)c1ccc(SCC(=O)NCc2ccccc2)c([N+](=O)[O-])c1,-17%,0.7%,10%,-14%,5%,
COc1ccc(N2CCN(C(=O)COc3ncnc4ccccc34)CC2)cc1,0%,1.8%,-27%,4%,6%,
CN(C(=O)c1ccccn1)c1nnc(-c2cnccn2)s1,5%,0.3%,-11%,-4%,-4%,
CN1CCN(NC(=O)c2cccc(C(F)(F)F)c2)CC1,2%,i,-11%,5%,11%,
COc1cccc(C(=O)NC2CCSC2=O)c1 (stereo unspecified),-6%,1.3%,-9%,-2%,-2%,
O=S(=O)(c1ccccc1)N1CCN=C1SCc1ccccc1,8%,0.1%,53%,-6%,16%,
CN(c1ccccc1)S(=O)(=O)c1cccc(NC(=O)c2cccc(C#N)c2)c1,-10%,5.5%,53%,·,?,
CN(C(=O)c1ccco1)c1nc(-c2ccccc2)cs1,-1%,i,27%,-1%,24%,
O=C(/C=C/c1ccc(Cl)cc1)Nc1ccc(CN2CCOCC2)cc1,5%,i,37%,-2%,13%,
COc1ccc(-n2ccnc2)cc1,1%,1.9%,-1%,-3%,1%,
Cc1cc(C)cc(OCC(=O)Nc2cc(NC(=O)COc3cc(C)cc(C)c3)cc(C(=O)O)c2)c1,-13%,0.3%,1%,-3%,13%,
S=c1[nH]nc(C2CCCCC2)o1,-2%,0.2%,8%,3%,-1%,
Cc1cccn2c1nc(=S)n2C(=O)c1ccco1,1%,0.4%,1%,-2%,-5%,
COc1ccc(S(=O)(=O)Nc2ccc(N3CCOCC3)cc2)cc1[N+](=O)[O-],-1%,1.7%,-21%,1%,-1%,
CN(CC(=O)Nc1ccccc1Br)C(=O)CN1CCN(Cc2ccc(Cl)cc2)CC1,-12%,1.6%,35%,·,-6%,
CC(C)(C)c1ccc(S(=O)(=O)N2C=CC(C(F)(F)F)=NCC2)cc1,4%,2.2%,10%,-1%,0%,
COc1cc(C=O)ccc1OC(=O)c1ccc(C(C)C)cc1,8%,i,?,-5%,15%,
CCN1CCN(C(CNS(=O)(=O)c2ccc(OC)c(C)c2)c2cccnc2)CC1 (stereo unspecified),-17%,2.2%,4%,10%,-7%,
CN(C)S(=O)(=O)c1ccc(N2CCCC2)c(C(=O)NCC(=O)Nc2ccc(F)c(F)c2)c1,-11%,i,0%,·,-8%,
CCS(=O)(=O)c1nc(S(=O)(=O)c2ccc(C)cc2)c(N2CC(C)CC(C)C2)s1 (stereo unspecified),-3%,5.0%,-13%,6%,17%,
Cc1ccc(S(=O)(=O)NN2Cc3ccccc3C2=N)cc1,7%,i,-1%,-1%,0%,
Cc1ccnc(Sc2nc3c(c(=O)[nH]c(=O)n3C)n2CCCc2ccccc2)n1,-4%,1.4%,-4%,-3%,0%,
COC(=O)c1ccc(N=NN2CCCCCC2)cc1,20%,i,39%,-3%,-5%,
CN(C)S(=O)(=O)Oc1cccc(C(=O)Nc2cccc(Cl)c2)c1,8%,5.8%,28%,11%,-6%,
CC(=O)Nc1ccc(NC(=O)C(C)Sc2n[nH]c(-c3cccs3)n2)cc1 (stereo unspecified),5%,0.9%,20%,·,3%,
CCCCc1cc(-c2n[nH]c(=S)o2)c2ccccc2n1,-3%,0.0%,2%,4%,5%,
COc1ccccc1C(=O)Nc1ccc(Br)cc1C,-5%,i,58%,11%,?,
COc1ccc(OC)c(/C=C/C(=O)c2ccc(Cl)cc2)c1,-3%,10%,?,-15%,?,
CN(C(=O)COc1ccc2c(-c3ccccc3)cc(=O)oc2c1)C1CCS(=O)(=O)C1 (stereo unspecified),-3%,2.0%,0%,-7%,-3%,
COc1cc2oc(=O)ccc2c(OC)c1CC(O)C(C)(C)O (stereo unspecified),-7%,0.3%,-11%,3%,2%,
CCCNC(=O)c1c(NC(=O)C2COc3ccccc3O2)sc2c1CCCC2 (stereo unspecified),6%,1.0%,-15%,0%,2%,
CC1(O)CC(c2ccc(Cl)cc2)=NN1C(=O)c1ccc([N+](=O)[O-])cc1 (stereo unspecified),7%,0.0%,0.18µM*,-1%,18µM*,inhibitors of VEEV 10K pilot screen=3.4
Clc1ccc(/C=C\c2nccc3c2[nH]c2ccccc23)cc1,-19%,i,·,·,·,
Cc1ccc(NS(=O)(=O)c2c(C)[nH]c(=O)[nH]c2=O)c(C)c1,-2%,3.3%,-1%,-2%,5%,
COc1ccccc1Nc1nc(-c2sc(NC(=O)c3ccco3)nc2C)cs1,2%,7.2%,9%,-6%,3%,inhibitors of VEEV 10K pilot screen=8.3
CCc1nccn1CCC(=O)N1CCCC(Nc2ccc(C(C)C)cc2)C1 (stereo unspecified),24%,0.7%,32%,-4%,5%,
CC(Oc1ccc(Cl)cc1)C(=O)Nc1nccs1 (stereo unspecified),-10%,6.2%,?,0%,2%,
COc1ccc(CNC(=O)CNC(=O)c2sc3ccccc3c2Cl)cc1OC,-2%,0.7%,-3%,1%,-9%,
NC(N)=NCCCC(NC(=O)c1ccccc1)C(=O)Nc1ccc([N+](=O)[O-])cc1 (stereo unspecified),5%,i,60%,-9%,0%,
CS(=O)(=O)Nc1ccc(C2=NN(S(=O)(=O)c3ccc(F)cc3)C(c3ccco3)C2)cc1 (stereo unspecified),5%,6.5%,24%,0%,4%,
O=C(OCc1ccc(Br)cc1)c1cccc(S(=O)(=O)N2CCCC2)c1,2%,7.0%,23%,6%,-7%,
O=C(/C=C/Nc1ccc(Oc2ccccc2)cc1)c1ccco1,3%,i,65%,1%,?,
CC(=O)c1sc(NC(=O)C(C)(C)C)nc1C,3%,0.8%,4%,-23%,5%,
CCN(C(=O)COC(=O)/C=C/c1c(C)nn(-c2ccccc2)c1C)c1c(N)n(Cc2ccccc2)c(=O)[nH]c1=O,8%,2.7%,·,·,·,
CCCN(CCO)C1CCN(CCc2ccccc2)CC1,1%,0.5%,1%,4%,7%,
# Continuation:
SMILES,influenza NS1A,inhibitors of VEEV,M. tuberculosis,PhoP GFP inhibition,M. tuberculosis HTS,others
COc1ccc(Br)cc1CNC(=O)CN1C(=O)C(c2ccccc2)Oc2cccnc21 (stereo unspecified),9%,0.8%,6%,-4%,0%,
CCC(Sc1ccc2nnc(CCNS(=O)(=O)c3ccc(OC)cc3)n2n1)C(=O)OC (stereo unspecified),-8%,0.7%,3%,-6%,-7%,
COc1ccc(-c2csc(N(CCCN(C)C)C(=O)c3ccc(F)cc3)n2)cc1,1%,i,-9%,-2%,2%,
CCOC(=O)c1c(-c2cccs2)csc1NC(=O)c1ccncc1,-5%,i,-3%,-8%,4%,
Cc1cccc(C(=O)OCc2cncs2)c1,-13%,i,49%,-4%,-2%,
O=C(Nc1cccc(C(F)(F)F)c1)Oc1ccc(Cl)c2cccnc12,-25%,i,?,-14%,?,
CN(C)Cc1cccc([N+](=O)[O-])c1O,-15%,i,-2%,-7%,5%,
O=S(=O)(NCCc1ccncc1)c1ccccc1,-2%,0.4%,-7%,6%,-5%,
Cc1ccc(C(=O)N2CCN(c3ccc(C(F)(F)F)cn3)CC2)c(C)c1,3%,1.6%,-4%,-15%,1%,
O=C(Cc1n[nH]c(=O)c2ccccc12)NCc1ccccn1,10%,i,2%,7%,-5%,
CCOC(=O)c1cnc(SCC(=O)NNC(=O)c2ccco2)nc1N,-6%,2.2%,43%,1%,5%,
COc1cccc(OCC(=O)N(C)Cc2nc(-c3cccc(C)c3)no2)c1,5%,1.4%,22%,-9%,1%,
CN1CCN(CCCNC(=O)CCN2C(=O)COc3ccccc32)CC1,3%,1.4%,-1%,6%,3%,
O=C(N/N=C/c1ccccc1C(=O)O)c1ccccc1Br,0%,1.7%,-1%,2%,0%,
c1ccc(-c2c3ccccc3nc3[nH]c4ccccc4c23)cc1,-1%,2.6%,25%,-2%,63µM*,
O=C(NCc1ccco1)c1cccc(S(=O)(=O)N2CCCC2)c1,9%,0.2%,·,·,·,
O=c1nc(N(c2ccccc2)c2ccccc2)[nH]c(=O)[nH]1,2%,1.3%,37%,8%,-5%,
CN(C)C(=O)CCC(=O)N(C)CC1CCCN(CCc2ccc(F)cc2)C1 (stereo unspecified),-23%,i,-13%,1%,6%,
O=C(Oc1ccc(Cl)c2cccnc12)N1CCCCCC1,-13%,4.7%,17%,15%,18%,
CC(C)(C)c1ccc(C(=O)NNC(=O)c2ccccc2Br)cc1,2%,7.0%,0%,9%,0%,
COc1ccc(S(=O)(=O)NC(CCSC)C(=O)NC2CCCCC2)cc1 (stereo unspecified),-5%,i,23%,9%,-1%,
CCOc1cc(CNc2ncn[nH]2)ccc1OCC(=O)NC(C)(C)C,-2%,i,-10%,6%,-3%,
O=C(COC(=O)c1cc(S(=O)(=O)N2CCOCC2)ccc1F)NCCc1ccc(F)cc1,-6%,1.2%,-4%,·,1%,
O=C(c1cc([N+](=O)[O-])cc([N+](=O)[O-])c1)N(Cc1nnc(-c2ccccc2Cl)o1)C1CC1,9%,i,4.5µM*,1%,2.6µM*,
